GPR151 activ – activators of human GPR151 | PathHunter beta-arrestin GPR151 cells, luminescence | hit rate 1% among 650,000 | activation, % at 11.2 µM | Q8TDV0; in the data active = activation above about 4.9%;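 also: 0% = median of compound wells and 100% = cells with positive control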
Target sequence (Q8TDV0 whole entry, looked up): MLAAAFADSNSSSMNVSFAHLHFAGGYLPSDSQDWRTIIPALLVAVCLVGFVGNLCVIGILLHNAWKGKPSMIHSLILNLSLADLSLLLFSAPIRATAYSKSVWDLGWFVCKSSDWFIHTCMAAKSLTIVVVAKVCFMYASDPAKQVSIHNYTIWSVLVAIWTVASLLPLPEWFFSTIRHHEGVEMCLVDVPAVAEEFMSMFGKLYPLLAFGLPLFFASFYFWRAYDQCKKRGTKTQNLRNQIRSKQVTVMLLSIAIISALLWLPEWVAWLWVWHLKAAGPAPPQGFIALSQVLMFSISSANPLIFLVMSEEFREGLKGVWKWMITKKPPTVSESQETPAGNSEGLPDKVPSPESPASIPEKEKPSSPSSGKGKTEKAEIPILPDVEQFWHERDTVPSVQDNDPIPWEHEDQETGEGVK
TEAD-YAP block – TEAD-YAP interaction inhibition; HEK-TIYL cells, TEAD-Gal4/YAP UAS-luciferase luminescence; inhibition, % at 9.12 µM; hit rate 1.4% among 640,000; AID 1259422; in the data active = inhibition above about 32%;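 also: 0% = median of test compound wells and 100% = reference inhibitor wells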
MITF inh – inhibitors of human MITF | O75030 | AlphaScreen MITF homodimerization, bead proximity signal | inhibition, % at 2.6 µM | hit rate 0.91% among 650,000; in the data active = inhibition above about 50%;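 also: 0% = vehicle wells with protein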
Target sequence (O75030 whole entry, looked up): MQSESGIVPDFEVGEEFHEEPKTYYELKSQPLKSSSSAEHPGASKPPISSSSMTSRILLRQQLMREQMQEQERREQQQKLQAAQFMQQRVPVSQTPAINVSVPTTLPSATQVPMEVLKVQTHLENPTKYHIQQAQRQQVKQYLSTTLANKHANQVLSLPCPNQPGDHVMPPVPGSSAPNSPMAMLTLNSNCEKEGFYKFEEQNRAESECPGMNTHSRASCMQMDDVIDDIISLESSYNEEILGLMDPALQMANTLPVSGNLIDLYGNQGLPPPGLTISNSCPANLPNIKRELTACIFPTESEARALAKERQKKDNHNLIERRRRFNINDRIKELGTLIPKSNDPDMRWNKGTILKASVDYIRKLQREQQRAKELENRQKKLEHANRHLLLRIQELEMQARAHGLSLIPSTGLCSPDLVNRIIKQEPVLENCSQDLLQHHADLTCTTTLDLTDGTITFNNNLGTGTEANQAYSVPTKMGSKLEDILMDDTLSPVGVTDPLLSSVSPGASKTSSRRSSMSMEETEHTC
FBW7 activator – activators of human E3 ligase FBW7. AlphaScreen FBW7–phospho-cyclin E peptide binding, activator screen. normalized activity (activation), % at 26.1 µM. hit rate 0.13% among 650,000; in the data active = normalized activity above about 1.9%;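 also: purified mutant Fbw7 with reduced substrate affinity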
The depositor's hits bear a star.

SMILES	GPR151 activ	TEAD-YAP block	MITF inh	FBW7 activator
CC(=O)c1ccc(OCC(O)CN2CCCCC2)cc1 (stereo not given)	0.0	8.8	9.2	0.0
O=C(/C=C(\O)c1ccc(Cl)cc1)C(=O)Nc1nccs1	0.1	-12.2	2.3	-0.1
COc1ccc2c(c1)NC(=O)C2CC(=O)N1CC(=O)N(c2ccccc2C)C(C)C1 (stereo not given)	-0.5	-6.5	-12.7	0.2
COc1ccc(OC)c(CN2CCc3nnc(C(C)NC(=O)c4ccco4)n3CC2)c1 (stereo not given)	0.1	1.6	-10.4	-0.4
O=C(Nc1cccnc1)C1CC1(c1ccccc1)c1ccccc1 (stereo not given)	1.4	-5.0	3.7	-0.1
CCCCCC(=O)Nc1ncc2c(n1)CC(c1cccc(Cl)c1)CC2=O (stereo not given)	-0.7	-10.3	-8.8	-0.2
Fc1ccc(-c2cnc3ccc(NCCc4ccccn4)nn23)cc1	0.0	68.0*	17.5	0.1
CC12C=CC3(CN(Cc4ccccc4)C(=O)C3C1C(=O)NC1CC1)O2 (stereo not given)	-0.1	-0.7	9.8	0.0
CC(C)COC(=O)Oc1ccc2oc(=S)sc2c1	0.3	5.1	4.4	-0.1
c1ccc2c(c1)CCN(c1cc(NCCN3CCOCC3)ncn1)C2	-0.9	-16.2	8.4	0.1
CN1CCN(S(=O)(=O)c2cc([N+](=O)[O-])ccc2N/N=C/c2cccs2)CC1	-0.5	3.6	18.0	0.8
O=C(COc1cccc(CO)c1)Nc1ccc(Cl)c(Cl)c1	2.8	-3.3	14.4	0.1
CCc1ccc(NC(=O)CS(=O)CC(=O)NCCN2CCCCCC2)cc1 (stereo not given)	-0.9	2.4	-8.3	-0.1
CCCC(=O)Nc1ccc2c(c1)nc1n2CCN(C2CCCCC2)C1	-0.8	-10.4	5.3	0.1
COc1cc(C2NC(=O)NC(C)=C2C(=O)OCc2ccc(C)cc2)cc(OC)c1O (stereo not given)	0.8	-7.0	8.3	0.0
CCOc1ccc(NC(=O)C2=C(C)NC(=O)NC2c2ccc([N+](=O)[O-])cc2)cc1 (stereo not given)	1.3	6.7	11.8	0.2
O=C(Nc1cc(-c2nc3ccccc3s2)ccc1Cl)c1ccc(F)cc1	0.4	1.1	7.6	-0.1
O=C1CCCN1CCn1cnc2c(Nc3ccc4c(c3)OCO4)nc(Nc3cnccn3)nc21	-1.3	-10.8	-4.6	-0.2
Cn1c(Cn2cnc([N+](=O)[O-])n2)nnc1SCC(=O)c1ccccc1	0.5	0.6	-11.1	-0.1
CCC1CSC(Nc2ccc(C(C)=O)cc2)=N1 (stereo not given)	-1.0	-36.5	-5.8	-0.1
CCOC(=O)c1cnc(-n2[nH]c(C)c(Cc3ccccc3)c2=O)[nH]c1=O	0.6	1.1	96.2*	-0.4
Cc1ccc(CNc2nc(CN(C)C3CCOC3)nc3ccccc23)cc1 (stereo not given)	-0.7	11.3	9.7	-0.3
CC(C)Oc1ccccc1NC(=O)CSc1nc2ccccc2n1C	-0.1	-2.8	9.8	-0.1
COc1ccc([N+](=O)[O-])cc1C=C1C(=O)N(C)C(=S)N(C)C1=O	-0.7	12.3	15.0	0.3
CCN(CC)c1ccc(/C=C2\C(=N)N3N=C(S(C)(=O)=O)SC3=NC2=O)cc1	-0.6	16.5	12.2	0.3
Cc1ccc(N2CC(C(=O)Nc3ccccc3C(C)(C)C)CC2=O)cc1Cl (stereo not given)	1.1	0.6	9.8	0.0
COc1cc(/C=N/NC(=O)C(C)Nc2cccc3ccccc23)ccc1O (stereo not given)	0.0	-4.5	18.6	0.4
Cc1cc(C)cc(NC(=O)C2CC23CCN(CCO)CC3)c1 (stereo not given)	1.3	-2.0	3.6	-0.1
CC(C)CC(=O)Nc1ccc2oc(-c3ccc(F)cc3)nc2c1	-1.0	-52.1	14.5	0.0
Cc1cccc(C)c1NC(=O)c1ccc(Cl)cc1Cl	1.9	-26.6	2.8	-0.1
CC(C)c1ccccc1NC(=O)CN(c1ccc(F)c(Cl)c1)S(C)(=O)=O	2.5	-1.2	15.6	-0.1
CC(C)NC(=O)C1CCN(Cc2cnn(-c3ccccc3)c2-n2cccc2)CC1	0.2	12.3	6.8	-0.2
CSc1c(CC(=O)Nc2ccc(Cl)cc2[N+](=O)[O-])n(Cc2ccccc2)c2ccccc12	2.2	9.8	19.8	0.0
COc1cccc(NC(=O)c2ccc(F)c(S(=O)(=O)N3CCN(c4ccccc4Cl)CC3)c2)c1	0.2	4.8	-0.5	-0.3
COC(=O)C1CCN(C(=O)c2cc3c(=O)n4ccccc4nc3n2C)CC1	3.4	-15.3	-2.2	-0.2
CCc1ccc2oc(-c3cccc(NC(=O)c4ccc(Br)cc4)c3)nc2c1	-0.5	-3.6	-2.5	-0.1
CCN(CC)CCCN(C(=O)C1CC1)c1nc(-c2ccc(F)cc2)cs1	0.2	5.1	-18.8	-0.2
O=C(NCCC1=CCCCC1)C(Cc1ccccc1)NS(=O)(=O)c1ccc(Cl)cc1 (stereo not given)	-0.9	6.5	5.9	0.0
COc1ccc(NC(=O)c2cccnc2)cc1	-0.3	-6.5	11.1	0.0
Cc1cc(C)n(-c2cc(N3CCCC3)ccc2[N+](=O)[O-])n1	0.4	-3.9	-9.3	-0.1
CN(C)CCCOC(=O)c1ccc(Br)cc1	-1.1	-2.3	6.0	0.5
O=C(COC(=O)c1cccc(NC(=O)c2ccccc2)c1)c1cccc([N+](=O)[O-])c1	1.2	5.1	-10.2	0.0
NC(=O)c1nn(-c2ccccc2)nc1/C=C\C(=O)O	-0.8	-8.3	19.6	1.3
Cc1ccc2nc(COn3nnc4ccc(C(F)(F)F)cc43)cc(=O)n2c1	0.0	5.4	8.4	0.0
CCC(=O)Nc1nc2c(c3c1c(=O)oc1ccccc13)CC(C)CC2 (stereo not given)	0.4	1.6	13.4	-0.1
Cc1cc(O)cc(O)c1/C=N/NC(=O)COc1ccc([N+](=O)[O-])cc1Br	-0.6	17.5	15.7	-0.3
N#Cc1c(SCc2ccccn2)nc2c(c1-c1cccs1)CCCC2	1.1	-20.2	7.6	-0.1
Cc1cc(N2CCN(c3ncccn3)CC2)nc2ccc(NC(=O)C3CCC(C)CC3)cc12 (stereo not given)	1.1	4.0	0.6	-0.1
CC(C)C[C@H]1NC(=O)[C@@H]2C[C@H](NC(=O)Nc3ccccc3)CN2C1=O	-1.0	-28.6	-4.8	0.9
CN(Cc1ccccc1)C(=O)CSc1n[nH]c(N)n1	-0.1	-0.6	0.6	0.0
CCOc1ccc(N2CC(NC(=O)Nc3cc(C)on3)CC2=O)cc1 (stereo not given)	1.0	7.0	8.5	0.2
O=C(COc1ccc(F)cc1)Nc1cccnc1Cl	0.6	-28.4	2.2	0.1
CC1CCCN(Cc2nc3c(c(=O)n(C)c(=O)n3C)n2CCCc2ccccc2)C1 (stereo not given)	-0.9	2.9	8.0	-0.1
Cn1nc(C(=O)NN)c2ccccc2c1=O	-0.6	1.3	-9.9	-0.3
Cc1cccc(CNC(=O)c2cc(C(C)c3ccccc3)no2)n1 (stereo not given)	-1.1	-5.6	10.7	-0.1
Cc1ccc2c(c1Br)C1(C(=O)N2)C(C#N)=C(N)Oc2n[nH]c(-c3ccncc3)c21 (stereo not given)	-2.0	9.7	11.8	0.3
COc1cccc(OCC(=O)NNC(=S)Nc2cccc(C(F)(F)F)c2)c1	-2.1	0.8	0.7	0.0
COc1cc(NS(=O)(=O)c2ccc(NC(=O)COc3ccc(Br)c(C)c3)cc2)nc(OC)n1	0.5	6.3	3.9	0.1
Cc1ccc(NS(=O)(=O)c2ccc(C(C)(C)C)cc2)cn1	-1.6	5.3	23.3	0.0
CN1CCN(C(=S)c2ccccc2O)CC1	0.1	-4.2	9.8	0.9
Remaining list, next part:
SMILES	GPR151 activ	TEAD-YAP block	MITF inh	FBW7 activator
COc1ccccc1Cc1nc2ccccc2nc1SCC(=O)Nc1cccc(C(F)(F)F)c1	0.7	7.8	-4.1	0.1
CCCCn1c(SCc2nc3ccccc3[nH]2)nc2c(sc(=S)n2CCc2ccccc2)c1=O	-0.7	-6.8	4.9	-0.1
O=S(=O)(c1cccc(-c2nnc(-c3ccccc3Cl)o2)c1)N1CCOCC1	2.6	-15.2	-0.6	0.0
O=C(Nc1ccc(N2CCC(NCc3ccco3)CC2)cc1)c1ccccc1F	0.3	-11.5	3.5	0.0
Cc1ccc(CN(C(=O)c2ccco2)C2CCS(=O)(=O)C2)cc1 (stereo not given)	-1.6	4.3	13.1	0.0
N#Cc1cc([N+](=O)[O-])ccc1N1CCCC1	-1.0	-11.7	-23.1	-0.1
Cc1cc(OCC(=O)Nc2ccc(O)cc2)cc(C)c1Cl	1.1	1.9	1.2	0.2
CCN1/C(=C2\SC(=S)N(CC(=O)O)C2=O)Sc2ccccc21	0.3	1.4	-1.6	0.2
CCOc1ccc(Oc2cc(Oc3ccc(NC(=O)c4cc5n(n4)C(C(F)(F)F)CC(c4ccc(C)cc4)N5)cc3)cc([N+](=O)[O-])c2)cc1 (stereo not given)	0.8	2.1	9.1	0.1
O=c1c2c(-c3cccs3)cc(C(F)(F)F)nc2[nH]n1-c1ccccc1	-1.0	3.1	4.5	0.4
COc1cccc(/C=N/NC(=O)CNc2ccc(C)cc2)c1	-0.6	-8.6	19.4	0.0
CCN(CC)C(=O)CN1C(=O)C2CC/C(=N/O)CC2C1=O (stereo not given)	-0.8	7.4	12.7	1.8
COc1ccccc1CN1CCc2c(nc(N3CCCCC3C)[nH]c2=O)C1 (stereo not given)	-1.0	-3.8	0.8	-0.2
COCCCNC(=O)c1cc(Sc2ccc(F)cc2)nc2ccccc12	-0.7	-11.0	-3.0	-0.1
COc1cc(OC)cc(C(=O)N2CCN(Cc3ccccc3Cl)CC2)c1	-0.1	-12.3	60.1*	-0.4

Part of the list above, comma-delimited:
SMILES,GPR151 activ,TEAD-YAP block,MITF inh,FBW7 activator
CCN1/C(=C2\SC(=S)N(CC(=O)O)C2=O)Sc2ccccc21,0.3,1.4,-1.6,0.2
CCOc1ccc(Oc2cc(Oc3ccc(NC(=O)c4cc5n(n4)C(C(F)(F)F)CC(c4ccc(C)cc4)N5)cc3)cc([N+](=O)[O-])c2)cc1 (stereo not given),0.8,2.1,9.1,0.1
O=c1c2c(-c3cccs3)cc(C(F)(F)F)nc2[nH]n1-c1ccccc1,-1.0,3.1,4.5,0.4
COc1cccc(/C=N/NC(=O)CNc2ccc(C)cc2)c1,-0.6,-8.6,19.4,0.0
CCN(CC)C(=O)CN1C(=O)C2CC/C(=N/O)CC2C1=O (stereo not given),-0.8,7.4,12.7,1.8

Remaining list, next part
SMILES	GPR151 activ	TEAD-YAP block	MITF inh	FBW7 activator
C=CCNC(=O)C1CCN(c2nc(C)cc(-c3ccccc3)n2)CC1	2.5	-53.6	-9.3	-0.4
COc1cccc(CNC(=O)Nc2c(F)c(F)c(-c3cn[nH]c3)c(F)c2F)c1	-1.5	-14.4	19.9	0.7
Cc1ccc(-c2csc3ncnc(N4CCN(C)CC4)c23)cc1	0.2	9.8	2.0	-0.1
COc1ccc(-c2nnc(NC(=O)c3ccc(S(=O)(=O)N(C)C)cc3)o2)cc1	0.0	-1.0	20.1	-0.1
O=S(=O)(c1ccc2ccccc2c1)N1CCN(Cc2ccccc2Cl)CC1	0.3	-7.9	57.8*	0.0
Cc1ccc2c(C)nc(NC3=NC(C(=O)Nc4ccc(Br)cc4)CC(=O)N3)nc2c1 (stereo not given)	-0.1	-2.2	-1.5	0.0
C#CCOc1ccc(/C=C2/NC(=O)N(CC(=O)Nc3cccc(C)c3)C2=O)cc1OCC	0.9	-4.7	8.9	0.0
O=C(O)CC1S/C(=N/N=C/c2ccc(OCc3ccc(F)cc3)cc2)NC1=O (stereo not given)	-2.0	-1.6	2.0	0.0
CCOC(=O)c1c(NC(=O)c2ccc(F)cc2)sc(C(=O)Nc2cccc(OC)c2)c1C	-0.5	-6.3	16.7	0.0
Cc1nc2c(C(=O)NC3CC3)cnn2c(C)c1Cc1cccc(Cl)c1	-0.5	11.2	3.6	0.1
Cc1noc(C)c1S(=O)(=O)N1CCCC(C(=O)NCc2ccccn2)C1 (stereo not given)	0.0	5.8	12.8	0.6
O=C(c1ccc([N+](=O)[O-])cc1)N1CCC(n2nnc3cc(C(F)(F)F)ccc32)CC1	0.2	0.2	16.7	0.0
O=C(Nc1c(F)cccc1F)N1CCC2(CC1)OCc1ccccc1O2	0.1	1.1	9.2	-0.3
COC(=O)c1ccccc1SCc1nc(OC)cc(OC)n1	-1.8	-1.2	-0.6	0.0
COC(=O)c1cc(NC(=O)c2ccc(-c3ccccc3[N+](=O)[O-])o2)cc(C(=O)OC)c1	0.8	2.2	-13.1	0.0

Complete entries from above.
`COC(=O)c1ccccc1SCc1nc(OC)cc(OC)n1` is listed with GPR151 activ: -1.8; TEAD-YAP block: -1.2; MITF inh: -0.6; FBW7 activator: 0.0
`C=CCNC(=O)C1CCN(c2nc(C)cc(-c3ccccc3)n2)CC1` is listed with GPR151 activ: 2.5; TEAD-YAP block: -53.6; MITF inh: -9.3; FBW7 activator: -0.4

The list continues:
SMILES	GPR151 activ	TEAD-YAP block	MITF inh	FBW7 activator
Fc1ccc(-c2csc(N/N=C/c3ccco3)n2)cc1	-1.5	-2.1	15.6	0.2
COC(=O)Cn1c(C(O)c2ccccc2)nc2ccccc21 (stereo not given)	1.1	-0.6	7.6	-0.1
CSCCOC(=O)c1[nH]c2c(c1C)C(=O)CC(c1ccco1)C2 (stereo not given)	1.8	50.2*	12.9	-0.1
Cc1nc(SCC#N)c2c3c(sc2n1)CCCC3	0.5	-5.1	-15.6	-0.1
O=C(NCC1CCCO1)C1CCCN1C(=O)Nc1ccc(Br)cc1 (stereo not given)	1.1	7.5	-2.2	0.2
CC(=O)N1CCC(NC(=O)c2cccc(-n3cc(NC(=O)Cc4ccccc4)cn3)c2)CC1	0.7	11.2	-7.0	0.0
CC(C)N1C(=O)CCC1C(=O)NCc1ccccc1 (stereo not given)	2.1	5.7	9.9	0.8

Source: PubChem BioAssay
